Screens deposited in PubChem BioAssay by National Center for Advancing Translational Sciences (NCATS).
TDP-43 yeast inh: qHTS of TDP-43 Inhibitors | 410,000 tested, 1.8% active | Potency, µM (highest dose often 46.1 µM), for inactives: at the highest dose growth rescue (activation), most hits filed as activators | TDP-43 expressing yeast growth rescue, BacTiter-Glo, 24 h; further: potency means the concentration at half of the fitted maximal effect; % of control where 0% means no effect; nearly all actives have a fitted effect of over 50% in size
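In this qHTS, compounds that restore growth of yeast expressing TDP-43 appear as activators. Cells (OD600=0.02, galactose medium, raffinose-pregrown) are incubated with compound 24 hr at 30 deg C and growth is quantified by BacTiter-Glo.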
Abeta yeast res: qHTS for compounds that reverse cellular toxicity of Amyloid beta (A-beta) peptide in yeast: Primary Screen; yeast expressing A-beta42, growth rescue, OD600, 48 h; response scale: 0% DMSO, 100% iron-clioquinol control; Potency, µM (top dose mostly 46.1 µM), for inactives: at the top dose growth rescue, most hits filed as activators; 410,000 tested, 0.063% active; further: potency means the concentration at half of the fitted maximal effect; nearly all actives have a fitted effect of over 55% in size
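Yeast A-beta toxicity model in growth medium with pinned compounds, 48 h at 30 C; growth read as absorbance at 600 nm. Normalized to FeCl3/clioquinol equimolar mix (positive) and DMSO (negative).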
DRD3 antagonist: qHTS of D3 Dopamine Receptor Antagonist: qHTS; D(3) dopamine receptor (Homo sapiens), P35462; D3R cells, DiscoveRx beta-arrestin luminescence, antagonist mode; hits give low values; max response, negative = inhibition, %; 360,000 tested, 2.5% active; in the data active means max response below about -50%; inconclusive means no clear call, values can overlap the other calls; further: on the % scale 0 is the no-effect control and ±100 the full control effect; mostly tested at two doses, the higher about 12 µM
Target sequence (P35462 whole entry, looked up): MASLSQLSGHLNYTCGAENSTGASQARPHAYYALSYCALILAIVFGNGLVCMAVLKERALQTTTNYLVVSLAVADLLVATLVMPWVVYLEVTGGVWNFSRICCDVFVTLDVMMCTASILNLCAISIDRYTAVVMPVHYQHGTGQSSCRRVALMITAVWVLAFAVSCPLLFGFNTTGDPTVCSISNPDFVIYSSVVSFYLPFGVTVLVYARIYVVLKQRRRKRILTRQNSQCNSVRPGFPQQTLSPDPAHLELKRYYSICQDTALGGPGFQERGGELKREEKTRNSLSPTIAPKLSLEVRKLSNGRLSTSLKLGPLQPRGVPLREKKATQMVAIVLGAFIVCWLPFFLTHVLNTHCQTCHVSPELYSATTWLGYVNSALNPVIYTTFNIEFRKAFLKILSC
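Cells expressing the human receptor were seeded at 1500 cells/well, incubated overnight at 37 degrees C in 5% CO2, then exposed to library compounds with dopamine controls for 90 minutes at 37 degrees C before luminescent detection.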
aSyn yeast inh: qHTS of alpha-syn Inhibitors; 370,000 tested, 0.14% active; Potency, µM (highest dose often 46.1 µM), for the others: at the top dose growth rescue (activation), usual class: activators; Yeast expressing alpha-synuclein, growth rescue, BacTiter-Glo, 24 h; AID 652106, 2013; further: potency means the concentration at half of the fitted maximal effect; % of control where 0% means no effect; nearly all actives have a fitted effect of over 65% in size
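Readout is rescue of growth in alpha-synuclein-expressing yeast, so inhibitors of toxicity appear as activators. Growth after 24 hr at 30 deg C in galactose medium is quantified by luminescence.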
FUS suppressor: qHTS for Suppressors of FUS Proteinopathy: Primary screen using FUS-linked yeast assay; S. cerevisiae FUS-expressing, growth rescue, OD600, 24 h; Potency, µM (highest dose often 76.6 µM), inactives show top-dose growth rescue (activation), actives largely listed as activators; 390,000 tested, 0.24% active; AID 1347120, 2019;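 further: potency means the concentration at half of the fitted maximal effect; plate controls were DMSO vehicle for no effect and reference control for full effect; nearly all actives have a fitted effect of over 55% in size; some results filed as inactive show a strong effect at the top dose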
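FUS-expressing yeast, raffinose-pregrown, induced in 2% galactose minimal medium at OD 0.005; compounds in a dilution series, 24hr at 30C. Growth restoration read as absorbance at 600 nm. CP55940 positive control, DMSO negative.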
GLP-1R inv ag: qHTS of GLP-1 Receptor Inverse Agonists (Inhibition Mode); HEK293 GLP-1R CRE-luciferase, luminescence, 24 h; GLP-1R form is constitutively active; Potency, µM (series often up to 38.3 µM), for the others: top-dose activity change, negative = inhibition, hits mostly inhibitors; 410,000 tested, 1.6% active; further: potency means the concentration at half of the fitted maximal effect; on the % scale 0 is the no-effect control and ±100 the full control effect; nearly all actives have a fitted effect of over 55% in size
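Constitutively active GLP-1R drives a cAMP-responsive luciferase in stably transfected HEK293 cells; test compounds are added after overnight (12 h) attachment and left 24 hr, and signal loss in luminescence marks inhibition.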
GLP1R ag: qHTS of GLP-1 Receptor Agonists; 380,000 tested, 0.007% active; HEK293 GLP-1R CRE-luciferase, luminescence, 4-6 h; cells express a hypersensitive GLP-1R form; Glucagon-like peptide 1 receptor (Homo sapiens), P43220; Potency, µM (series often up to 45.6 µM), without a hit: at the top dose activation, hits mostly activators; further: potency means the concentration at half of the fitted maximal effect; % of control where 0% means no effect
PTHR1 agonist: qHTS for PTHR1 Agonists: Primary Screen; HEK293 GP2 PTHR1 cells, GloSensor cAMP luminescence, 1 h; 410,000 tested, 0.075% active; Potency, µM (doses to about 115 µM), for inactives: top-dose activation, hits mostly activators; AID 743266, 2014; further: potency means the concentration at half of the fitted maximal effect; nearly all actives have a fitted effect of over 55% in size; some results filed as inactive show a strong effect at the top dose; inactives centre near -15; many of its hits are not listed in these tables
Target sequence (Q03431 whole entry, looked up): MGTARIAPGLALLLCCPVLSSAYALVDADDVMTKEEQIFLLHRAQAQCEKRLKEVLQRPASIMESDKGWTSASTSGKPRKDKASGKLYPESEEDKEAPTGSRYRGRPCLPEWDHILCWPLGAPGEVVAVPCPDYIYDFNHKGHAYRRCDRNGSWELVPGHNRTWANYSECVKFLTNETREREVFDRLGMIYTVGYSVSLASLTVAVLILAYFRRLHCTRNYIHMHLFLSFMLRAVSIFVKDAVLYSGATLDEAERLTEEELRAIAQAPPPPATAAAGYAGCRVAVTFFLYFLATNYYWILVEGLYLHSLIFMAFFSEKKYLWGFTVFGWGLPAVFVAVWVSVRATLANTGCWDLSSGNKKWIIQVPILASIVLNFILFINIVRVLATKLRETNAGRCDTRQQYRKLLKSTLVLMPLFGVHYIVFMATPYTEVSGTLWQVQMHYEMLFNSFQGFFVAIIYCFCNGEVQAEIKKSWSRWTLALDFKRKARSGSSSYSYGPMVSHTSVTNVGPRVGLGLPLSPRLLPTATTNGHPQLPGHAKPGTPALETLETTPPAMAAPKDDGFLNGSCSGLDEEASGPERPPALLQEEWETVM
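HEK-293-derived GP2 cells expressing PTHR1 and a GloSensor cAMP reporter, 3,000/well, plated overnight, given luciferin plus IBMX (each 0.5 mM as added) for 1 h at 37 °C, then compound for 1 h at 37 °C. Luminescence was read after 15 min at room temperature.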
pAkt inh: HTS Assay for Inhibitors of Akt Phophorylation: Primary Screen. 360,000 tested, 0.32% active. Neuro2A IGF-stimulated pAkt S473 HTRF, 20 min; hits give low values. activity change, % for hits at 50 µM; in the data active means activity change below about -80%; inconclusive means mostly about -51% to -80%; further: on the % scale 0 is the no-effect control and ±100 the full control effect
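Neuro2A cells in DMEM with 0.5% FBS, overnight at 37 deg C, given compound at single 50 µM final, then IGF (6 nM final) for 20 min at 37 deg C. Lysed; phospho-Akt Ser473 by HTRF after 24 h, 665/615 ratio.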
Active calls of the source: *; i = inactive; ? = inconclusive; nt = not tested or not shown; & = joins results of further samples; [ ] = remark or other dose. Unless noted, the call rests on the fitted dose curve; in most records, active means well fitted curve in the direction sought with a large enough effect; inconclusive means small, poorly fitted or top-dose-only effect, or another doubt; inactive means no such curve, though single readings can be large; an effect the other way counts as inactive or inconclusive. Not all compounds are listed; the hit share may differ from the screen's.

SMILES | TDP-43 yeast inh | Abeta yeast res | DRD3 antagonist | aSyn yeast inh | FUS suppressor | GLP-1R inv ag | GLP1R ag | PTHR1 agonist | pAkt inh
Cc1occc1C(=O)N/N=C/C1=C(N2CCOCC2)C(=C\c2ccc(Cl)cc2Cl)/CC1 | 10% | -26% | 21 | 0% | -6% | -2% | 9% | i | i
Cc1ccccc1Cn1cnc2c(nnn2Cc2ccc(F)cc2)c1=O | -8% | -1% | 6 | -14% | 20% | -3% | -11% | -13%[57.5 µM] | nt
CCN(CC)C(=O)N1CCC(NC(=O)c2ccccc2)CC1 | 10% | 10% | 14 | 1% | 14% | 5% | -7% | i | i
O=C1c2cccc3cccc(c23)C(=O)N1CCN1CCN(CC(O)COc2ccccc2)CC1 (configuration not stated) | -29% | 2% | -2 | 1% | 9% | 19% | -2% | 8% | i
Cc1ccc(CNC(=O)c2ccc(-c3nc(CN4CCc5ccccc54)c(C)o3)cc2)cc1 | 16% | -15% | nt | 0% | 10% | -25% | -7% | -25% | nt
Cc1ccc(S(=O)(=O)NNC(=S)NCCc2ccccc2)cc1 | 10% | 13% | -3 | -1% | 12% | -23% | -6% | -10% | i
CC(C)CC(=O)NCCc1ccncc1 | 24% | -14% | -4 | 5% | 0% | 0% | -15% | -3%[57.5 µM] | i
O=C(COc1ccccc1)Nc1nc(-c2ccncc2)cs1 | 18% | 7% | -1 | -11% | -1% | 13% | 0% | i | i
COc1ccc2c(c1)-c1nc(NC(=O)c3cccs3)sc1CC2 | 18µM* | 4% | ? | -2% | ? | ? | 4% | -9%[57.5 µM] | nt
Cc1ccc(C)c(-n2c(SCC(=O)Nc3nnc(C)s3)nnc2-c2ccoc2C)c1 | -12% | 12% | -14 | -3% | 6% | 13% | 6% | ? | i
C=CCn1c(C23CC4CC(CC(C4)C2)C3)n[nH]c1=S | ? | ? | 6 | 2% | 13% | ? | 0% | -14% | i
[N-]=[N+]=CC(=O)C(c1ccccc1)(c1ccccc1)c1ccccc1 | ? | 8% | -5 | -5% | -6% | -21% | 8% | -14% | i
COc1cc(/C=N/N2CCOCC2)ccc1OC(=O)c1ccco1 | 0% | -12% | -16 | -1% | 12% | 0% | 4% | i | i
CCOc1ccc(CCNC(=O)Cc2nn[nH]n2)cc1OCC | 11% | 9% | -1 | 11% | -1% | 17% | 4% | i | i
COc1cccc(C2c3c(C)nn(-c4ccc([N+](=O)[O-])cc4)c3N=C3C(=O)Nc4ccccc4N32)c1 (configuration not stated) | 25% | -11% | 8 | -1% | 29% | ? | 8% | -2% | i
COc1cccc(NC(=O)CSc2nnc(-c3cccnc3)o2)c1 | 6% | 10% | 6 | 0% | 13% | 56%[activator] | 9% | -9% | i
COc1ccc(-c2cn(-c3ccc(C)cc3)c(=O)n2CC(=O)Nc2ccc(OC)cc2OC)cc1 | 14% | -4% | 0 | 9% | ? | -12% | -2% | i | i
CCCn1c2ccccc2c2cnn(CC(=O)NCCCN3CCCCC3)c(=O)c21 | 6%&14% | -2% | -29 | 8% | 11%&-24% | ? | 6% | i | i
CC1CCN(C(=O)c2[nH]cnc2C(=O)Nc2nccs2)CC1 | 15% | 6% | 2 | -9% | -22% | 9% | -4% | i | i
O=C(Cc1ccccc1)Nc1ccccc1C(=O)N1CCCCCC1 | -7% | -10% | 10 | 6% | -12% | 2% | -6% | -53% | i
Cc1cc(=O)oc2c(C)c(OCC(=O)NCCN3CCOCC3)ccc12 | 0% | 1% | -4 | 0% | 3% | 32%[activator] | -4% | i | i
CC1=C(C(=O)N2CCCCCC2)CC(CC(=O)NCCN2CCOCC2)C(=O)N1Cc1ccc(F)cc1 (configuration not stated) | 1% | -13% | 0 | -4% | -14% | 8% | 3% | -20% | i
CN(C(=O)c1cccc(NC(=O)Cc2ccc(NC(=O)C3CCN(C(=O)C4CC4)CC3)cc2)c1)C1CCC1 | 22% | 5% | -9 | 0% | 8% | 18% | -1% | -20% | i
CCOC(=O)c1ccc(CN(Cc2ccc(F)cc2)S(=O)(=O)c2ccc(F)c(C(=O)Nc3c(C)cccc3C)c2)cc1 | 12% | 12% | nt | nt | 30% | ? | nt | i | nt
CC(=O)Nc1cc2c(c([N+](=O)[O-])c1C)C(C)(C)CC2(C)C | ? | 11% | -19 | 0% | 19% | ? | -1% | -5% | i
Cc1ccc2occ(/C=C/C(=O)O)c(=O)c2c1 | 5% | -10% | -9 | -15% | -34% | 9% | -6% | i | i
O=C(c1c[nH]c2ccccc12)C(Cl)c1ccccc1 (configuration not stated) | 25% | 19% | -1 | 22% | -18% | ? | 9% | -2% | i
Cc1nn(-c2ccccc2)nc1C(=O)Nc1cccc(C(=O)NC2CC2)c1 | 25% | 0% | 28 | 0% | -44% | ? | -1% | -44%[inhibitor] | i
Cc1cc(C)c(OCC(=O)N/N=C/c2ccc3c(c2)OCO3)c(C)c1 | 2% | -6% | 22 | -2% | 17% | ? | 10% | i | i
COc1ccc(C2c3ccc(O)cc3Oc3ncn(CCCO)c(=N)c32)cc1 (configuration not stated) | -21% | 11% | 2 | -2% | 15% | 20% | 7% | i | i
CSCC[C@H](NC(=O)[C@@H]1Cc2ccccc2CN1)C(=O)NC1CCCCC1 | -13% | -17% | -23 | -4% | 12% | -18% | 0% | -19% | i
CCN(CC)S(=O)(=O)c1cccc(NC(=O)COC(=O)CNC(=O)c2cccc(F)c2)c1 | 12% | 2% | -4 | -4% | -1% | -17% | 2% | -6% | i
COc1ccc(Cn2c(C(=O)O)c(CNC3CCC(C)CC3)c3ccc(C)cc32)cc1 (configuration not stated) | 15% | 1% | nt | nt | ? | -5% | nt | i | nt
Cc1cc(C)c2sc(N(CCN(C)C)C(=O)c3ccc4ccccc4c3)nc2c1 | -12% | nt | ? | -10% | -12% | ? | -9% | -15% | i
CN(Cc1ccccc1)c1nccn2ccnc12 | 8% | -17% | 14 | -7% | -5% | 27% | 14% | -80%[inhibitor] | i
O=C1C(=Cc2ccco2)C(=O)c2ccccc21 | 22µM* | -5% | -25 | 13% | nt | 25% | 1% | -8% | i

Compound profiles, from the list above. Order of values: TDP-43 yeast inh	Abeta yeast res	DRD3 antagonist	aSyn yeast inh	FUS suppressor	GLP-1R inv ag	GLP1R ag	PTHR1 agonist	pAkt inh
O=C(c1c[nH]c2ccccc12)C(Cl)c1ccccc1 (configuration not stated) as listed: 25%	19%	-1	22%	-18%	?	9%	-2%	i
COc1ccc(Cn2c(C(=O)O)c(CNC3CCC(C)CC3)c3ccc(C)cc32)cc1 (configuration not stated) as listed: 15%	1%	nt	nt	?	-5%	nt	i	nt
Cc1cc(C)c(OCC(=O)N/N=C/c2ccc3c(c2)OCO3)c(C)c1 as listed: 2%	-6%	22	-2%	17%	?	10%	i	i
Cc1nn(-c2ccccc2)nc1C(=O)Nc1cccc(C(=O)NC2CC2)c1 as listed: 25%	0%	28	0%	-44%	?	-1%	-44%[inhibitor]	i
CCN(CC)S(=O)(=O)c1cccc(NC(=O)COC(=O)CNC(=O)c2cccc(F)c2)c1 as listed: 12%	2%	-4	-4%	-1%	-17%	2%	-6%	i

Further records:
SMILES | TDP-43 yeast inh | Abeta yeast res | DRD3 antagonist | aSyn yeast inh | FUS suppressor | GLP-1R inv ag | GLP1R ag | PTHR1 agonist | pAkt inh
CCN(CC(=O)N1CCN(Cc2ccccc2)CC1)S(=O)(=O)c1ccc(C)cc1 | 6% | 4% | -15 | 4% | 5% | -13% | 2% | -18% | i
CN(C(=O)c1ccc(NC(=O)Cc2ccc(NC(=O)C3CCCN(S(=O)(=O)c4cccc([N+](=O)[O-])c4)C3)cc2)cc1)C1CCCC1 (configuration not stated) | -1% | 8% | ? | 6% | ? | -8% | 1% | -3% | i
CCOC(=O)C(C(=O)OCC)C(C(=O)OCC)N1CCOCC1 (configuration not stated) | -4% | -19% | 177 | -24% | nt | -3% | -4% | -59%[inhibitor] | i
Cc1c(NC(=O)Nc2c(Cl)cccc2Cl)c(=O)n(-c2ccccc2)n1C | 5% | 1% | -7 | 7% | -3% | 5% | -1% | -2% | i
COc1ccc(OC)c(NC(=O)CNC(=O)c2ccc([N+](=O)[O-])cc2)c1 | 9% | -4% | -11 | 2% | -16% | 12% | 14% | i | i
COc1ccccc1NC(=O)C(C)OC(=O)C1CC(=O)N(Cc2ccco2)C1 (configuration not stated) | 3% | 0% | -23 | -1% | -24% | -4% | -5% | i | i
CCC(NC(=O)NCc1ccc2c(c1)OCO2)(C(F)(F)F)C(F)(F)F | -6% | -6% | -3 | 0% | 10% | -8% | -1% | i | i

An excerpt from above in order of the TDP-43 yeast inh value, smallest number first:
compound	TDP-43 yeast inh	FUS suppressor	GLP-1R inv ag	GLP1R ag	PTHR1 agonist	pAkt inh
CCC(NC(=O)NCc1ccc2c(c1)OCO2)(C(F)(F)F)C(F)(F)F	-6%	10%	-8%	-1%	i	i
CCOC(=O)C(C(=O)OCC)C(C(=O)OCC)N1CCOCC1 (configuration not stated)	-4%	nt	-3%	-4%	-59%[inhibitor]	i
CCN(CC(=O)N1CCN(Cc2ccccc2)CC1)S(=O)(=O)c1ccc(C)cc1	6%	5%	-13%	2%	-18%	i
